ELG1 DNA repair = blocks ELG1-dependent DNA repair in HEK293T cells; HEK293T ELG1-luciferase reporter, luminescence, 16 h; DNA damage induced by 5-fluorouridine; Potency, µM (series often up to 46.1 µM), for the others: at the top dose activity change, negative = inhibition, actives largely listed as inhibitors; 330,000 compounds, 2.3% hits; AID 504467; further: potency means the concentration at half of the fitted maximal effect; on the % scale 0 is the no-effect control and ±100 the full control effect; nearly all actives have a fitted effect of over 55% in size
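5-Fluorouridine DNA damage + compound/DMSO, 2,000 cells/well, 16 h, 37 °C/5% CO2. ONE-Glo, 30 min RT, luminescence. Readout = decrease in reporter signal.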
KCNH2 3.1 inh = KCNH2 3.1 (human) potassium channel inhibition; activity change, % (tested at about 1.8 µM); 340,000 compounds, 0.95% hits; U2OS KCNH2 3.1, thallium flux FluxOr; active compounds read low;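 active means maximum activity change below -70%; inconclusive means maximum activity change from -70% to -50%; inactive means maximum activity change above -50%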;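 further: thallium influx rate constant from kinetic fluorescence after stimulation buffer; on the % scale 0 is the no-effect control and ±100 the full control effect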
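U2OS cells transduced with KCNH2 3.1 mutant virus (1.77 x 10^8 /mL, 4 h), plated overnight at 37 C, loaded 45 min with FluxOr dye plus Red40 quencher. Thallium flux rate constant from kinetic reads after stimulation buffer, normalised to controls.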
TCR activator = activates T cell receptor signaling. primary human leukocytes, anti-CD3, IL-2 HTRF, 48 h. Potency, µM (doses to about 9.22 µM), without a hit: at the highest dose activation of IL-2 secretion, most hits filed as activators. 330,000 tested, under 10 active. AID 504894; further: % of control where 0% means no effect
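1) Mix primary human leukocytes, a-CD3 beads and compound. 2) Incubate 48 hr. 3) Add HTRF IL-2 reagents (a-IL-2-K, a-IL-2-d2).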
Eya2 phos inh = inhibitors of human Eya2 phosphatase activity | recombinant Eya2, OMFP fluorescence dephosphorylation (OMFP is methylfluorescein phosphate) | Potency, µM (highest dose often 76.9 µM), for inactives: top-dose activity, negative = inhibition, most hits filed as inhibitors | O00167 | 330,000 compounds, 0.006% hits | AID 488837; further: potency means the concentration at half of the fitted maximal effect; on the % scale 0 is the no-effect control and ±100 the full control effect
Target sequence (O00167 whole entry, looked up): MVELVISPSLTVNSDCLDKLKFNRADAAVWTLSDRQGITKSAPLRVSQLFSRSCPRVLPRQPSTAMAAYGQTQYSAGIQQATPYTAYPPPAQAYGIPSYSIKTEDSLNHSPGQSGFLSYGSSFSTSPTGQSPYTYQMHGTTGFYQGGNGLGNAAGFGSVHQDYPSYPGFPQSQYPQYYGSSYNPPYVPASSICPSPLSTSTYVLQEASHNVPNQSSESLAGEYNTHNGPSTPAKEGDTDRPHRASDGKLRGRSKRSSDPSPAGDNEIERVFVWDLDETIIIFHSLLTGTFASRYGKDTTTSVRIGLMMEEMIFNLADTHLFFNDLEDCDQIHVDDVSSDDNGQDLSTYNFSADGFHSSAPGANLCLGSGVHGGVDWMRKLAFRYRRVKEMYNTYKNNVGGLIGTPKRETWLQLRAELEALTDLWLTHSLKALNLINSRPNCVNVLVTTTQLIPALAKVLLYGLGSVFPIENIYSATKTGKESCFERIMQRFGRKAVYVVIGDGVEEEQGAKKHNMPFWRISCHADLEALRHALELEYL
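Eya2 (0.2 uM) preincubated 10 min at ambient with compound, then OMFP substrate added at 50 uM; 10 min reaction in 50 mM HEPES pH 7.5, 50 mM NaCl, 5 uM MgCl2, 0.05% BSA, 1 mM DTT. Fluorescence read at Ex 485/Em 525 nm.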
USP2a inh = inhibitors of human ubiquitin-specific protease USP2a; USP2 core, Ub-CHOP2 coupled fluorogenic reporter, 485/531; Potency, µM (titrated, usually from 38.3 µM), for the others: at the highest dose activity change, negative = inhibition, most hits filed as inhibitors; 330,000 compounds, 0.01% hits; AID 463254;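 further: potency means the concentration at half of the fitted maximal effect; plate controls were DMSO wells for no effect and full inhibition by NEM control for full effect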
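USP2 core (10nM final) preincubated 30min RT with compound in 20mM Tris-HCl pH 8.0, 2mM CaCl2, 2mM beta-mercaptoethanol, 0.05% CHAPS; 25nM Ub-CHOP2 plus 25nM reporter substrate added, fluorescence (Ex485/Em531) read after 60min.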
TRPV1 agonist = activates the human vanilloid receptor TRPV1. activation, % at 8.33 µM. 320,000 compounds, 0.19% hits. TRPV1-expressing cells, Fluo-8 calcium influx, agonist mode; in the data active means activation above about 80%; inconclusive means between about 30% and that limit; further: 0% is about no effect
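TRPV1-expressing cells were cultured overnight at 35.5C and loaded with Fluo-8 calcium dye for 40 to 90 min at room temperature. After a 10 s baseline, compound was added and calcium influx was read kinetically for 3 min (ex 480/em 520 nm).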
Mito fusion act = mitochondrial division inhibition or fusion activation; AID 485298; 320,000 compounds, 0.23% hits; S. cerevisiae fusion-defective mutant growth rescue, CellTiterGlo 48 h; Potency, µM (doses to about 46.1 µM), inactives show top-dose growth rescue (activation), usual class: activators;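 further: potency means the concentration at half of the fitted maximal effect; % of control where 0% means no effect; nearly all actives have a fitted effect of over 45% in size; temperature-sensitive fusion mutants such as fzo1-1 at 37 °C on non-fermentable ethanol glycerol medium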
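Read-out: ATP-based luminescence (CellTiterGlo, 10 min ambient) reporting growth of fusion-defective ts yeast after 48 hours at 37C on glycerol/ethanol YPEG medium in the presence of compound.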
KCNH2 WT inh = inhibitors of human wildtype KCNH2 potassium channel | Q12809 | activity change, % at 1.84 µM | U2OS, BacMam KCNH2, thallium flux FluxOr; active compounds read low | 340,000 compounds, 0.37% hits;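 active means maximum activity change below -70%; inconclusive means maximum activity change between -70% and -50%; inactive means maximum activity change above -50%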; further: on the % scale 0 is the no-effect control and ±100 the full control effect
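U2OS cells transduced with wild-type KCNH2 virus are loaded with FluxOr dye for 45 min, and thallium flux is measured in kinetic reads before and after stimulation buffer. Rate constants are normalized to DMSO controls.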
AT treatment = potential ataxia-telangiectasia treatment. Potency, µM (doses to about 57.5 µM), inactives show top-dose activation, hits mostly activators. […] A-T fibroblasts, KAP-1 phosphorylation AlphaLISA; neocarzinostatin DNA damage 30 min before lysis. 320,000 compounds, 0.19% hits. AID 485349; further: potency means the concentration at half of the fitted maximal effect; % of control where 0% means no effect; nearly all actives have a fitted effect of over 45% in size
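ATM-like activity read as KAP-1 phosphorylation via AlphaLISA donor/acceptor antibody pairs after lysis and 6 hr at 25C. Cells were ATM-null patient fibroblasts ([…], hTERT), dosed 60 min, then exposed to the DSB inducer NCS for 30 min.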
TSHR antag = antagonists of human thyroid stimulating hormone receptor. P16473. TSHR-expressing cells, TSH-stimulated cAMP HTRF, 2 h; active compounds read low. activity change, negative = inhibition, % at 11.5 µM. 330,000 compounds, 0.2% hits. AID 504810;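 active means activity change below a set negative limit, meaning inhibition stronger than a set level, cut at about -70% in these data; inconclusive means activity change between two set negative limits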; further: on the % scale 0 is the no-effect control and ±100 the full control effect
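Inhibition of cAMP made by TSHR-expressing cells under TSH stimulation (4nM final, EC80; 2 h, 37 deg C) is quantified with a one-step lysis HTRF kit, anti-cAMP cryptate versus cAMP-d2.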
An asterisk follows results filed as active; ? = inconclusive; . = not tested or not shown; & = joins results of further samples; [ ] = dose if it differs, or a comment. Unless noted, the call rests on the fitted dose curve; in most records, active means well fitted curve in the direction sought with a large enough effect; inconclusive means small, poorly fitted or top-dose-only effect, or another doubt; inactive means no such curve, though single readings can be large; an effect the other way counts as inactive or inconclusive. This is a subset, so the mix of outcomes need not match the whole.

The opening 7 compounds as a preview:
SMILES	ELG1 DNA repair	KCNH2 3.1 inh	TCR activator	Eya2 phos inh	USP2a inh	TRPV1 agonist	Mito fusion act	KCNH2 WT inh	AT treatment	TSHR antag
CCc1ccccc1OCC(=O)N1CCN(c2ncccn2)CC1	2%	-5	-1%	16%	-2%	-2	4%	-1	2%	-3
CCOc1ccccc1NC(=O)n1ncc2c(C)cccc21	?	-2	-16%	3%	1%	1	4%	-7	13%	-1
Cc1ccccc1NC(=O)COC(=O)c1ccc2nc(C)c(C)nc2c1	5%	2	-11%	8%	2%	-2	-3%	6	7%	-22
COc1cc(OC)cc(C(=O)NCc2cc(C)nc3ccccc23)c1	?	4	4%	-1%	1%	-1	0%	4	-9%	0
CCCCNC(=O)NNc1nc(Cl)cc(C)c1C#N	?	-14	-1%	-6%	4%	-1	9%	-3	1%	3
CCCC(=O)Nc1cc(C)c2c(=O)oc3ccccc3c2n1	-14%	4	-15%	-8%	1%	?	10%	-4	-14%	2
CS(=O)(=O)N1CCN(C(=O)c2ccc3c(c2)OCCO3)CC1	0%	5	2%	-8%	3%	-2	2%	-5	3%	1

The whole of this part, previewed entries included:
SMILES	ELG1 DNA repair	KCNH2 3.1 inh	TCR activator	Eya2 phos inh	USP2a inh	TRPV1 agonist	Mito fusion act	KCNH2 WT inh	AT treatment	TSHR antag
CCc1ccccc1OCC(=O)N1CCN(c2ncccn2)CC1	2%	-5	-1%	16%	-2%	-2	4%	-1	2%	-3
CCOc1ccccc1NC(=O)n1ncc2c(C)cccc21	?	-2	-16%	3%	1%	1	4%	-7	13%	-1
Cc1ccccc1NC(=O)COC(=O)c1ccc2nc(C)c(C)nc2c1	5%	2	-11%	8%	2%	-2	-3%	6	7%	-22
COc1cc(OC)cc(C(=O)NCc2cc(C)nc3ccccc23)c1	?	4	4%	-1%	1%	-1	0%	4	-9%	0
CCCCNC(=O)NNc1nc(Cl)cc(C)c1C#N	?	-14	-1%	-6%	4%	-1	9%	-3	1%	3
CCCC(=O)Nc1cc(C)c2c(=O)oc3ccccc3c2n1	-14%	4	-15%	-8%	1%	?	10%	-4	-14%	2
CS(=O)(=O)N1CCN(C(=O)c2ccc3c(c2)OCCO3)CC1	0%	5	2%	-8%	3%	-2	2%	-5	3%	1
COc1ccccc1N(C)S(=O)(=O)c1ccc(Cl)c(C(=O)NCCCN2CCOCC2)c1	-13%	.	2%	8%	1%	-4	-1%	1	4%	18
O=C(O)/C=C/c1ccc(S(=O)(=O)Nc2ccc(OCc3ccccc3)cc2)cc1	5%	-3	-1%	3%	-7%	6	3%	0	-3%	-16
CCC(=O)NC(Cc1ccccc1)c1ccc2c(c1)OCCCO2 (centres undefined)	7%	4	1%[46.1 µM]	11%	3%	-1	-10%	4	-1%	-3
COc1cc(/C=N/NC(=O)COc2cc(C)cc(C)c2)ccc1OS(=O)(=O)c1ccc(C)cc1	?	-16	2%[46.1 µM]	-4%	3%	2	-7%	1	-4%	-24
CCCCCn1c(CCNC(=O)c2cccs2)nc2ccccc21	?	-21	3%	-3%	2%	?	3%	11	-2%	1
CCOC(=O)c1sc(C)c2c(=O)n(Cc3ccc(Cl)cc3)c(C)nc12	?	1	3%	6%	4%	-3	4%	0	6%	-2
CC(=O)Nc1ccc(NC(=O)CSc2ccccn2)cc1	?	17	1%[46.1 µM]	7%	1%	-4	5%	5	9%	27
COc1ccc2c(c1OC)C(=O)OC2Nc1ncccc1C (centres undefined)	5%	.	-6%	-7%	3%	-2	-1%	6	-7%	5
COc1ccc(NC2CCCN(C(=O)c3cccc(N4CCNC4=O)c3)C2)cc1 (centres undefined)	0%	-16	1%	6%	1%	0	1%	-1	-9%	-1
CCN(c1ccccc1)S(=O)(=O)c1nnc(NC(=O)C(C)(C)C)s1	7.3µM*	-10	-3%	-13%	3%	-8&-3	-34%[inhibitor]	6	.	12
COc1ccc(CNC(=O)c2cccc(C)c2[N+](=O)[O-])cc1	9%	8	-3%	3%	2%	-1	-7%	0	-2%	5
COc1ccc(N(CCC#N)C(=O)/C(C#N)=C/c2cccs2)cc1	4%	22	-2%	3%	-1%	2	2%	-1	-5%	-7
Cn1c(SCc2ccc(C(C)(C)C)cc2)nnc1C1COc2ccccc2O1 (centres undefined)	-1%	2	-4%	?	-11%	?	11%	-1	1%	14
Cn1c(=O)oc2cc(S(=O)(=O)Nc3ccc(Cl)cc3)ccc21	-16%	-10	.	6%	0%	2	9%	-10	2%	2
CCN(CC)Cc1cc(C(C)=O)ccc1OCC(C)C	-2%	10	-2%	3%	0%	2	-2%	10	0%	4
C=Cn1cc[n+](CC(=O)c2ccc(C)cc2)c1	10%	-1	2%	10%	0%	-1	-3%	1	-1%	9
CCN(CC)S(=O)(=O)c1cccc(NC(=O)COc2ccc(F)cc2Br)c1	?	14	3%	0%	2%	-1	-3%	-1	2%	-31
CCNC(=O)C12CCC(C)(C(=O)O1)C2(C)C (centres undefined)	-3%	9	7%	-13%	0%	1	0%	-2	1%	12

(next part)
SMILES	ELG1 DNA repair	KCNH2 3.1 inh	TCR activator	Eya2 phos inh	USP2a inh	TRPV1 agonist	Mito fusion act	KCNH2 WT inh	AT treatment	TSHR antag
CCOc1nc(NCCN2CCOCC2)nc(Nc2ccc([N+](=O)[O-])cc2)n1	?	.	7%	2%	0%	?	1%	23	-1%	-8
CC(C)(CNC(=O)COc1ccccc1Cc1ccccc1)N1CCOCC1	8%	-2	2%	-7%	-4%	21	14%	-7	0%	-7
CCOC(=O)c1c(C)[nH]c(C(=O)COC(=O)CSCC(=O)N(CC)CC)c1C	0%	10	3%	-7%	-1%	0	-5%	11	-12%	-2
COc1cc(Br)cc(CN2CCN(c3ncccn3)CC2)c1O	-12%	-4	1%	5%	5%	17	2%	-15	1%	4
O=C(O)CSc1nc2c(c(=O)[nH]1)CCCC2	?	9	-3%	6%	5%	1	3%	-7	-4%	-1
Cc1nc(NCCN2CCOCC2)c2oc3ccccc3c2n1	4%	-7	1%	-9%	-1%	0	7%	0	19%	-4
CN(C)S(=O)(=O)c1ccc(C(=O)OCC(=O)Nc2ccc3c(c2)OCO3)cc1	?	5	-2%	-14%	1%	2	-1%	-3	1%	6
O=C(CSc1ccc2nnc(CCNC(=O)c3ccccc3)n2n1)NCc1ccco1	-7%	.	-8%	2%	2%	2	-1%	1	7%	4
CCCn1c2ccccc2c2nnc(SCC(=O)Nc3nnc(CC(=O)OCC)s3)nc21	?	-5	6%	7%	0%	-1	1%	-12	-2%	-1
CCc1c(O)nc(SCC(=O)N2CCc3cc(OC)c(OC)cc3[C@@H]2C)[nH]c1=O	-29%	12	2%	-4%	1%	2	-2%	-2	-8%	2
CCn1c(CSCc2c(Cl)cccc2Cl)n[nH]c1=S	-12%	-10	-9%	2%	1%	-3	-11%	7	3%	-17
Cn1c(SCC(=O)NCCc2ccc(S(N)(=O)=O)cc2)nc2ccccc2c1=O	8%	-2	.	1%	4%	1	-2%	6	18%	7
Cc1cc(NC(=O)COC(=O)c2ccccc2O)no1	?	20	2%	3%	3%	.	.	-19	0%	-13
O=C1C2CC=CCC2C(=O)N1c1ccc(N2CCN(c3ccccn3)CC2)c([N+](=O)[O-])c1 (centres undefined)	?	-8	3%	-13%	0%	15	-5%	21	-5%	-7
O=C1CC(N2C(=O)/C(=C/C=C/c3ccccc3)SC2=S)C(=O)N1c1ccccc1 (centres undefined)	-15%	2	4%[46.1 µM]	8%	3%	6	2%	-3	-6%	-8
CCN(CC)S(=O)(=O)c1ccc(N(C)C)c(NC(=O)C2CCCC2)c1	0%	-18	1%	-5%	-1%	?	-12%	1	-31%	-5

High-throughput results (PubChem BioAssay)
